PfM18AAP inh: blocks P. falciparum M18 aspartyl aminopeptidase | recombinant PfM18AAP, H-Glu-NHMec fluorogenic cleavage | inhibition, % at 7.35 µM | actives 1.2% (n = 290,000) | AID 1822;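 active means inhibition above the campaign mean inhibition over all tested compounds plus 3 SD, cut at about 28% in these data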;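 further: 0% = plate median of test compound wells and 100% = 2 mM ZnCl2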
NALP1 inh: blocks the NALP1 inflammasome reconstituted in yeast; S. cerevisiae NALP1/ASC/caspase-1 growth, X-gal OD620, 72 h; actives 0.61% (n = 280,000); inhibition, % at 10 µM; in the data active means inhibition mostly above about 24%, no sharp cut-off; inactive means mostly below about 32%; further: some compounds called inactive have numbers as strong as hits
VIM-2 inhibitor: inhibitors of Pseudomonas aeruginosa VIM-2 metallo-beta-lactamase; actives 0.89% (n = 290,000); inhibition, % at 5.6 µM; purified VIM-2, nitrocefin hydrolysis, epi-absorbance fluorescence;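 active means inhibition above the mean of all tested compounds plus 3 SD, cutoff set per screening run, cut at about 7.5% in these data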;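 further: red hydrolysis product quenches plate fluorescence so inhibitors raise well fluorescence; 0% = enzyme with DMSO and 100% = DMSO without enzyme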
IMP-1 inhibitor: inhibitors of Pseudomonas aeruginosa IMP-1 metallo-beta-lactamase; purified IMP-1, nitrocefin hydrolysis, epi-absorbance fluorescence; inhibition, % at 5.6 µM; actives 0.45% (n = 290,000); AID 1556;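 active means inhibition above the mean plus 3 SD of all compounds in the same screening run, cut at about 4.5% in these data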;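 further: 0% = IMP-1 with DMSO and 100% = DMSO wells lacking enzyme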
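assay system = purified recombinant IMP-1 metallo-beta-lactamase enzyme | schedule = 15 min preincubation plus 25 min reaction at 25 °C | signal = Epi-absorbance fluorescence, 480 nm excitation, 530 nm emission | read-out basis = percent inhibition from optical density relative to buffer-blank wells | controls = IMP-1 with DMSO as 0%, enzyme-free DMSO as 100%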
p-CIP stab down: lowers stability of the mouse p/CIP coactivator protein. F442A p/CIP-EGFP cells, EGFP fluorescence, 16 h. decrease of EGFP signal, % at 10 µM. actives 0.01% (n = 290,000);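 active means EGFP signal decrease of at least 30% at 10 µM or well 3 SD below plate mean, unless failing retest; inactive means the rest, including hits failing retest or dose response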; further: some compounds called inactive have numbers as strong as hits; many of its hits are not listed in these tables
GPR7 antag: human neuropeptides B/W receptor 1 antagonism | actives 1.1% (n = 290,000) | inhibition, % at 4.4 µM | P48145 | GPR7-expressing cells, fluorescence antagonist assay; in the data active means inhibition above about 16%, passing the limit was not always enough;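 further: cells stimulated with the agonist NPW; 0% = agonist with vehicle and 100% = vehicle without agonist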
Target sequence (P48145 whole entry, looked up): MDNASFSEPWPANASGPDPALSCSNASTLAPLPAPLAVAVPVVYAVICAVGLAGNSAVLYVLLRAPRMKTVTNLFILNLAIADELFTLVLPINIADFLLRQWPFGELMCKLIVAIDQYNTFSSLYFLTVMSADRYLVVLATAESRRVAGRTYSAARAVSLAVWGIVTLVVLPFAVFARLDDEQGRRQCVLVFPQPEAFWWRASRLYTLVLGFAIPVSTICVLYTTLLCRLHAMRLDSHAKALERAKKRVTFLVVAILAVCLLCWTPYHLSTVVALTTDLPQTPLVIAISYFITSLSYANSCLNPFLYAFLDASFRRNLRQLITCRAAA
IDE inh: inhibits human insulin-degrading enzyme in HEK cells. AID 434962. FAbetaB cleavage, fluorescence polarization. inhibition, % at 5.59 µM. actives 0.41% (n = 320,000);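 active means percent inhibition above the average of all tested compounds plus 3 SD, set per screening campaign, cut at about 16% in these data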;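 further: IDE supplied by intact live HEK cells; FP after avidin binding of uncleaved biotin substrate so inhibition keeps polarization high; 0% = DMSO wells and 100% = 60 µM reference IDE inhibitor Ii1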
PHOSPHO1 block: inhibitors of human PHOSPHO1 phosphatase; Q8TCT1; recombinant PHOSPHO1, absorbance phosphatase assay; inhibition, % at 13.3 µM; actives 1.1% (n = 290,000); AID 1565; in the data active means inhibition above about 60%
Target sequence (Q8TCT1 whole entry, looked up): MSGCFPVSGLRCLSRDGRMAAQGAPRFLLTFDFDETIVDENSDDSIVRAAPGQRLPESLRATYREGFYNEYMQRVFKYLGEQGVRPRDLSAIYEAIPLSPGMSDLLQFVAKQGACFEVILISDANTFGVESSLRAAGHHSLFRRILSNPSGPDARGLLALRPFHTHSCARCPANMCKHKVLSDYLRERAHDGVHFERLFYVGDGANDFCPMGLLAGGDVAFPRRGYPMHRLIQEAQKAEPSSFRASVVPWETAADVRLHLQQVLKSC
IDE act: activators of human insulin-degrading enzyme in cells | activation, % at 5.96 µM | actives 0.073% (n = 340,000) | AID 493087 | HEK cells, FAbeta-B cleavage, fluorescence polarization; 0% vehicle, 100% cell-free pure enzyme wells;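 active means activation above the mean of all tested compounds plus 3 SD, set per screening campaign, cut at about 17% in these data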
* hit, by the source's call.

The opening 3 compounds (preview)
Results for COc1ccc(NS(=O)(=O)c2cccc(C(=O)NCC(c3ccc(F)cc3)N3CCOCC3)c2)cc1 (stereo unspecified) ?
PfM18AAP inh: 7; NALP1 inh: 22; VIM-2 inhibitor: -2.4; IMP-1 inhibitor: -0.8; p-CIP stab down: 5; GPR7 antag: 31*; IDE inh: 1; IDE act: 1

Results for CC(=O)Nc1ccc(OCC(O)Cn2nc(C)nc2C)cc1 (stereo unspecified) ?
PfM18AAP inh: -3; NALP1 inh: 10; VIM-2 inhibitor: 0.8; IMP-1 inhibitor: 0.1; p-CIP stab down: -11; GPR7 antag: -7; IDE inh: 2; PHOSPHO1 block: -10; IDE act: 2

How did COc1ccccc1CNC(=O)CN1C(=O)COc2ccc(S(=O)(=O)N3CCCCC3)cc21 do in these assays?
PfM18AAP inh: -7; NALP1 inh: 3; VIM-2 inhibitor: 2.9; IMP-1 inhibitor: -2.3; p-CIP stab down: -3; GPR7 antag: -7; IDE inh: -2; PHOSPHO1 block: 36; IDE act: 1

All compounds of this part, from the start:
Results for COc1ccc(NS(=O)(=O)c2cccc(C(=O)NCC(c3ccc(F)cc3)N3CCOCC3)c2)cc1 (stereo unspecified) ?
PfM18AAP inh: 7; NALP1 inh: 22; VIM-2 inhibitor: -2.4; IMP-1 inhibitor: -0.8; p-CIP stab down: 5; GPR7 antag: 31*; IDE inh: 1; IDE act: 1

Results for CC(=O)Nc1ccc(OCC(O)Cn2nc(C)nc2C)cc1 (stereo unspecified) ?
PfM18AAP inh: -3; NALP1 inh: 10; VIM-2 inhibitor: 0.8; IMP-1 inhibitor: 0.1; p-CIP stab down: -11; GPR7 antag: -7; IDE inh: 2; PHOSPHO1 block: -10; IDE act: 2

How did COc1ccccc1CNC(=O)CN1C(=O)COc2ccc(S(=O)(=O)N3CCCCC3)cc21 do in these assays?
PfM18AAP inh: -7; NALP1 inh: 3; VIM-2 inhibitor: 2.9; IMP-1 inhibitor: -2.3; p-CIP stab down: -3; GPR7 antag: -7; IDE inh: -2; PHOSPHO1 block: 36; IDE act: 1

How did Cc1cc(Nc2cccc([N+](=O)[O-])c2)c2ccccc2n1 do in these assays?
PfM18AAP inh: 5; NALP1 inh: 0; VIM-2 inhibitor: 2.4; IMP-1 inhibitor: -2.4; p-CIP stab down: 3; GPR7 antag: 0; IDE inh: -1; PHOSPHO1 block: 4; IDE act: 5

How did COc1cccc(C2=NOC(C(=O)Nc3cccnc3Cl)C2)c1OC (stereo unspecified) do in these assays?
PfM18AAP inh: 5; NALP1 inh: 17; VIM-2 inhibitor: -1.3; IMP-1 inhibitor: -2.6; p-CIP stab down: -4; GPR7 antag: 0; IDE inh: 4; PHOSPHO1 block: -11; IDE act: -2

What do the screens show for `Cc1cn(S(=O)(=O)c2cc(Br)ccc2Br)cn1`?
PfM18AAP inh: -7; NALP1 inh: 4; VIM-2 inhibitor: -2.5; IMP-1 inhibitor: -1.5; p-CIP stab down: -9; GPR7 antag: -3; IDE inh: 1; PHOSPHO1 block: 4; IDE act: 0

Results for N#Cc1c(-c2cccs2)cc(-c2cccs2)[nH]c1=O ?
PfM18AAP inh: -2; VIM-2 inhibitor: -1.2; IMP-1 inhibitor: -3.4; p-CIP stab down: -17; GPR7 antag: -12; IDE inh: 7; PHOSPHO1 block: 42

What do the screens show for `O=C(Cc1ccccc1)Nc1ccc(NC(=O)c2cccc(Cl)c2)cc1`?
PfM18AAP inh: -9; NALP1 inh: 26; VIM-2 inhibitor: -1.8; IMP-1 inhibitor: -1.6; p-CIP stab down: 1; GPR7 antag: 7; IDE inh: 5; PHOSPHO1 block: 1; IDE act: -6

Results for CCOc1ccccc1N1CCN(C(=O)CC(C)(C)C)CC1 ?
PfM18AAP inh: -8; NALP1 inh: -9; VIM-2 inhibitor: -0.4; IMP-1 inhibitor: -2.1; p-CIP stab down: -2; GPR7 antag: -10; IDE inh: 8; PHOSPHO1 block: 73*; IDE act: 6

What do the screens show for `CC(C)[C@H](NC(=O)c1ccccc1)C(=O)OCC(=O)NCc1ccc(F)cc1`?
PfM18AAP inh: 0; NALP1 inh: -5; VIM-2 inhibitor: -1.6; IMP-1 inhibitor: -0.5; p-CIP stab down: -11; GPR7 antag: -1; IDE inh: 1; PHOSPHO1 block: 30; IDE act: 3

How did CCOc1ccccc1-n1c(SCC(=O)N2CCCC2)nnc1-c1ccc(O)cc1 do in these assays?
PfM18AAP inh: -5; NALP1 inh: 24; VIM-2 inhibitor: -1.8; IMP-1 inhibitor: -0.3; p-CIP stab down: 2; GPR7 antag: -4; IDE inh: 0; PHOSPHO1 block: -46; IDE act: 3

What do the screens show for `COc1nc(-c2ccc(Cl)cc2)ccc1-c1noc(-c2ccco2)n1`?
PfM18AAP inh: -1; NALP1 inh: 0; VIM-2 inhibitor: -1.9; IMP-1 inhibitor: -3.4; p-CIP stab down: -1; GPR7 antag: -13; IDE inh: -2; PHOSPHO1 block: 80*; IDE act: 5

How did CCOC(=O)c1nn(-c2ccc(C)c(Cl)c2)c(=O)c(C#N)c1C do in these assays?
PfM18AAP inh: -6; NALP1 inh: 2; VIM-2 inhibitor: -3.3; IMP-1 inhibitor: 0.2; p-CIP stab down: -14; GPR7 antag: -6; IDE inh: 9; PHOSPHO1 block: 8; IDE act: -1

Results for CC1CCCN(S(=O)(=O)c2ccc(C(=O)Nc3nnc(-c4ccco4)o3)cc2)C1 (stereo unspecified) ?
PfM18AAP inh: 5; NALP1 inh: 7; VIM-2 inhibitor: -1.1; IMP-1 inhibitor: 0.4; p-CIP stab down: -15; GPR7 antag: -1; IDE inh: -4; PHOSPHO1 block: 58; IDE act: 1

What do the screens show for `Cc1ccc2[nH]c3c(c2c1)CN(C(=O)CN1CCN(Cc2ccc4c(c2)OCO4)CC1)CC3`?
PfM18AAP inh: 10; NALP1 inh: 20; VIM-2 inhibitor: 1.5; IMP-1 inhibitor: 0.6; p-CIP stab down: 0; GPR7 antag: 12; IDE inh: 2; PHOSPHO1 block: -11; IDE act: 0

What do the screens show for `CC(C)(C)NC(=O)COc1ccc(CNCc2cccnc2)cc1`?
PfM18AAP inh: -16; NALP1 inh: -20; VIM-2 inhibitor: 2.9; IMP-1 inhibitor: -0.5; p-CIP stab down: -9; GPR7 antag: -7; IDE inh: 0; PHOSPHO1 block: 40; IDE act: -1

Results for N#CCSc1nc2cc(C(=O)N3CCC(C(N)=O)CC3)ccc2c2nc3ccccc3n12 ?
PfM18AAP inh: -2; NALP1 inh: 1; VIM-2 inhibitor: 24*; IMP-1 inhibitor: -1.2; p-CIP stab down: -27; GPR7 antag: -18; IDE inh: 11; PHOSPHO1 block: 9; IDE act: -13

Results for NC(=O)C(c1cccc(Cl)c1)c1ncc(C(F)(F)F)cc1Cl (stereo unspecified) ?
PfM18AAP inh: 7; NALP1 inh: -14; VIM-2 inhibitor: -1.8; IMP-1 inhibitor: -3.0; p-CIP stab down: -9; GPR7 antag: 2; IDE inh: -3; PHOSPHO1 block: -12; IDE act: 7

What do the screens show for `COc1cc2[nH]c(=O)n(Cc3ccc(C(=O)NC4CCCC4)cc3)c(=O)c2cc1OC`?
PfM18AAP inh: 4; NALP1 inh: 10; VIM-2 inhibitor: -2.6; IMP-1 inhibitor: 0.5; p-CIP stab down: -7; GPR7 antag: -9; IDE inh: 7; PHOSPHO1 block: 19; IDE act: 4

Results for Cc1ccc2nc(-c3ccccc3)cc(C(=O)NCC3CCCO3)c2c1 (stereo unspecified) ?
PfM18AAP inh: 1; NALP1 inh: 16; VIM-2 inhibitor: -0.9; IMP-1 inhibitor: -1.8; p-CIP stab down: 8; GPR7 antag: -17; IDE inh: -5; PHOSPHO1 block: 24

Results for COc1cccc(NC(=O)Cn2nnc(C(=O)Nc3cc(Cl)ccc3OC)c2N)c1 ?
PfM18AAP inh: -10; NALP1 inh: 34; VIM-2 inhibitor: 0.0; IMP-1 inhibitor: -0.8; p-CIP stab down: -5; GPR7 antag: -2; IDE inh: -4; PHOSPHO1 block: 27; IDE act: 1

What do the screens show for `COc1ccccc1NC(=O)/C(C#N)=C/c1ccncc1`?
PfM18AAP inh: -8; NALP1 inh: 12; VIM-2 inhibitor: -2.5; IMP-1 inhibitor: -0.1; p-CIP stab down: -13; GPR7 antag: -13; IDE inh: 1; PHOSPHO1 block: 15; IDE act: 0

What do the screens show for `C=C(C(=O)c1ccccc1)C(C)C(=C)C(=O)c1ccccc1`?
PfM18AAP inh: 4; NALP1 inh: 46; VIM-2 inhibitor: -0.2; IMP-1 inhibitor: -4.5; p-CIP stab down: -14; GPR7 antag: -5; IDE inh: 0; PHOSPHO1 block: 2; IDE act: 7

How did COc1ccc(S(=O)(=O)Nc2ccccc2C(=O)NC(C)(C)C)cc1OC do in these assays?
PfM18AAP inh: 1; NALP1 inh: -6; VIM-2 inhibitor: -1.0; IMP-1 inhibitor: 2.0; p-CIP stab down: -3; GPR7 antag: -2; IDE inh: -3; PHOSPHO1 block: 5; IDE act: 0

What do the screens show for `O=C(CSc1ncnc2ccccc12)Nc1cc(S(=O)(=O)N2CCCCC2)ccc1Cl`?
PfM18AAP inh: 7; NALP1 inh: 28; VIM-2 inhibitor: -1.2; IMP-1 inhibitor: 0.9; p-CIP stab down: 12; GPR7 antag: 12; IDE inh: 5; PHOSPHO1 block: 14; IDE act: -7

How did O=C(NC1=NCCS1)c1ccc(Cl)s1 do in these assays?
PfM18AAP inh: 0; NALP1 inh: 45; VIM-2 inhibitor: -4.5; IMP-1 inhibitor: -2.2; p-CIP stab down: -4; GPR7 antag: -5; IDE inh: -3; PHOSPHO1 block: 11; IDE act: 9

What do the screens show for `CNc1nc(SC)nc(N(C#N)CC(=O)OC)n1`?
PfM18AAP inh: 1; NALP1 inh: -28; VIM-2 inhibitor: -4.5; IMP-1 inhibitor: -3.4; p-CIP stab down: -3; GPR7 antag: -9; IDE inh: 2; PHOSPHO1 block: -1; IDE act: 2

How did COc1ccc(-c2noc(CSc3nnc(-c4ccncc4)n3-c3ccc(F)cc3)n2)cc1OC do in these assays?
PfM18AAP inh: 3; VIM-2 inhibitor: -3.5; IMP-1 inhibitor: -0.5; p-CIP stab down: 4; GPR7 antag: 0; IDE inh: 3; PHOSPHO1 block: 0; IDE act: -1

How did C=C(C)C1CC=C(CN2CC(C)OC(C)C2)CC1 (stereo unspecified) do in these assays?
PfM18AAP inh: 20; NALP1 inh: 41*; VIM-2 inhibitor: -0.1; IMP-1 inhibitor: 0.8; p-CIP stab down: 4; GPR7 antag: -13; IDE inh: 2; PHOSPHO1 block: 27; IDE act: -3

How did Cc1cc(C)n(-c2cc(-c3ccccc3)nc(C)n2)n1 do in these assays?
PfM18AAP inh: -16; NALP1 inh: 7; VIM-2 inhibitor: -0.3; IMP-1 inhibitor: -2.0; p-CIP stab down: 4; GPR7 antag: -1; IDE inh: 2; PHOSPHO1 block: -27; IDE act: 1

What do the screens show for `Nn1c(SCC(=O)Nc2nccs2)nncc1=O`?
PfM18AAP inh: 8; NALP1 inh: 10; VIM-2 inhibitor: -6.5; IMP-1 inhibitor: -4.5; p-CIP stab down: -14; GPR7 antag: -4; IDE inh: -2; PHOSPHO1 block: 44; IDE act: 1

Compound activity (PubChem)
